From PubChem
HEK293 tox = cytotoxicity counter-screen for GLP-1 receptor inverse agonists; HEK293 cAMP-luciferase reporter cells, luminescence, 24 h; Potency, µM (top dose mostly 38.3 µM), inactives show at the highest dose activity change, negative = inhibition, usual class: inhibitors; 410,000 tested, 0.13% active; AID 624418;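 further: loss of luciferase light is scored as toxicity; potency means the concentration at half of the fitted maximal effect; on the % scale 0 is the no-effect control and ±100 the full control effect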
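Cells in DMEM/10% Nu serum/1% pen-strep, 1536-well format. Pre-incubated 12 h, dosed with 23 nL compound, incubated a further 24 h. Luciferase detection, 12 min at room temp, luminescence.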
GLP-1R inv ag = acts as inverse agonist at human GLP-1 receptor. P43220. 410,000 tested, 1.6% active. Potency, µM (titrated, usually from 38.3 µM), for the others: top-dose activity change, negative = inhibition, most hits filed as inhibitors. AID 624417. HEK293 GLP-1R CRE-luciferase, luminescence, 24 h; GLP-1R form is constitutively active; further: potency means the concentration at half of the fitted maximal effect; on the % scale 0 is the no-effect control and ±100 the full control effect; nearly all actives have a fitted effect of over 55% in size
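Assay principle: reduced luminescence from a cAMP-responsive reporter in HEK293 cells co-expressing a constitutively active GLP-1R. Conditions: 24 hr compound incubation, 37 deg C, 5% CO2.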
aSyn rescue = inhibitors of alpha-synuclein toxicity in yeast; Potency, µM (doses to about 46.1 µM), without a hit: at the highest dose growth rescue (activation), actives largely listed as activators; Yeast expressing alpha-synuclein, growth rescue, BacTiter-Glo, 24 h; 370,000 tested, 0.14% active; further: potency means the concentration at half of the fitted maximal effect; % of control where 0% means no effect; nearly all actives have a fitted effect of over 65% in size
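Screening used galactose-induced yeast with toxic alpha-synuclein levels, exposed to compound for 24 hr at 30 deg C. Cell growth, read with BacTiter-Glo luminescence, gave the measured signal.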
PTHR1 agonist = activates the human parathyroid hormone receptor PTHR1; Q03431; HEK293 GP2 PTHR1 cells, GloSensor cAMP luminescence, 1 h; Potency, µM (highest dose often 115 µM), for the others: at the top dose activation, most hits filed as activators; 410,000 tested, 0.075% active; further: potency means the concentration at half of the fitted maximal effect; nearly all actives have a fitted effect of over 55% in size; some results filed as inactive show a strong effect at the top dose; inactives centre near -15; many of its hits are not listed in these tables
Target sequence (Q03431 whole entry, looked up): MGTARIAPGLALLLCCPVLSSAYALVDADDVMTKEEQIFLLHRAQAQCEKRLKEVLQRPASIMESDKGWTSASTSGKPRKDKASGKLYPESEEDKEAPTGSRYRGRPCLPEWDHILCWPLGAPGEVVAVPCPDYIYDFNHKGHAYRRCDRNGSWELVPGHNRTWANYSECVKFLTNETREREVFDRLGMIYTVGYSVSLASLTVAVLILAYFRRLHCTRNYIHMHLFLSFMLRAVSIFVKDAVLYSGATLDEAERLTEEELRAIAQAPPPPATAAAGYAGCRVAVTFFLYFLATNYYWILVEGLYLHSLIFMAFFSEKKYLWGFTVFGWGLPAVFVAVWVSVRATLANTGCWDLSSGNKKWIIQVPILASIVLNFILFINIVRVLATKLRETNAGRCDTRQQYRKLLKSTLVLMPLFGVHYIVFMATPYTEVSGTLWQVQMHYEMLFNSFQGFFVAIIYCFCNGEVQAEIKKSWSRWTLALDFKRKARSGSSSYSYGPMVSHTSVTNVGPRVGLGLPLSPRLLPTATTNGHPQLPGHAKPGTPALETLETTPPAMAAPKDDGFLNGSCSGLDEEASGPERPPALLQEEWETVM
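HEK-293-derived GP2 cells expressing PTHR1 and a GloSensor cAMP reporter, 3,000/well, plated overnight, given luciferin plus IBMX (each 0.5 mM as added) for 1 h at 37 °C, then compound for 1 h at 37 °C. Luminescence was read after 15 min at room temperature.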
DRD3 agonist = D3 dopamine receptor (human) agonism | D3R DiscoveRx beta-arrestin cells, luminescence, 90 min | P35462 | max activation, % | 410,000 tested, 0.58% active; in the data active means max activation above about 30%; further: 0% is about no effect; mostly tested at two doses, the higher about 12 µM
Target sequence (P35462 whole entry, looked up): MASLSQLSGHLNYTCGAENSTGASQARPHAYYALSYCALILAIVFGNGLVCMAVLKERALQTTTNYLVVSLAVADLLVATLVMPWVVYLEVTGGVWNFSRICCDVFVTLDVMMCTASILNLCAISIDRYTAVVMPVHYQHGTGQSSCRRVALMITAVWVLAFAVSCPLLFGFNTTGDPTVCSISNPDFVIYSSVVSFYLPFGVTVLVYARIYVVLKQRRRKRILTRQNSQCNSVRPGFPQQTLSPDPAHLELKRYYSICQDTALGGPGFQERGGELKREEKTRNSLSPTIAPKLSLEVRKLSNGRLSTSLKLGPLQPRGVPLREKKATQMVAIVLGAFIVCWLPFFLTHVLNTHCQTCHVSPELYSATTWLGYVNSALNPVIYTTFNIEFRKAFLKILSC
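Cells at 1500/well, incubated overnight, then treated with pinned compounds (dopamine as control) for 90 min at 37 degrees C. DiscoveRx reagent added for 30 - 60 minutes at room temperature; luminescence read.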
GLP1R ag = activates the human GLP-1 receptor. P43220. 380,000 tested, 0.007% active. HEK293 GLP-1R CRE-luciferase, luminescence, 4-6 h; cells express a hypersensitive GLP-1R form. Potency, µM (doses to about 45.6 µM), without a hit: at the highest dose activation, actives largely listed as activators; further: potency means the concentration at half of the fitted maximal effect; % of control where 0% means no effect
D3 antag = blocks the human D3 dopamine receptor; P35462; max response, negative = inhibition, %; 360,000 tested, 2.5% active; D3R cells, DiscoveRx beta-arrestin luminescence, antagonist mode; active compounds read low; in the data active means max response below about -50%; inconclusive means no clear call, values can overlap the other calls; further: on the % scale 0 is the no-effect control and ±100 the full control effect; mostly tested at two doses, the higher about 12 µM
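Cells plated overnight at 1500 cells/well, then exposed to library compounds with dopamine controls for 90 minutes at 37 degrees C. DiscoveRx reagent added for 30–60 minutes at room temperature; luminescence read, quantitative HTS format.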
TDP43 rescue = rescues yeast growth from TDP-43 toxicity | TDP-43 expressing yeast growth rescue, BacTiter-Glo, 24 h | Potency, µM (top dose mostly 46.1 µM), inactives show at the top dose growth rescue (activation), usual class: activators | AID 652104 | 410,000 tested, 1.8% active; further: potency means the concentration at half of the fitted maximal effect; % of control where 0% means no effect; nearly all actives have a fitted effect of over 50% in size
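In this qHTS, compounds that restore growth of yeast expressing TDP-43 appear as activators. Cells (OD600=0.02, galactose medium, raffinose-pregrown) are incubated with compound 24 hr at 30 deg C and growth is quantified by BacTiter-Glo.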
KB-V1 cytotox = KB-V1 MDR subline cytotoxicity. KB-V1 MDR cells viability, CellTiter-Glo, 72 h. Potency, µM (series often up to 46.1 µM), inactives show at the highest dose activity change, negative = cytotoxicity, hits mostly cytotoxic. 400,000 tested, 3.4% active. AID 1347076; further: potency means the concentration at half of the fitted maximal effect; on the % scale 0 is the no-effect control and ±100 the full control effect; nearly all actives have a fitted effect of over 60% in size
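KB-V1 cells (P-gp-expressing MDR subline of KB-3-1) in phenol-red-free DMEM with 10% FBS were exposed to library compounds over a concentration series for 72 h at 37 degrees C. Viability read by CellTiter-Glo luminescence; concentration-effect curves fitted after normalization.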
* = called active by the depositor; i = inactive; ? = inconclusive; . = not tested or not shown; & = joins results of further samples; [ ] = another dose, or the depositor's remark. Unless noted, the call rests on the fitted dose curve; in most records, active means well fitted curve in the direction sought with a large enough effect; inconclusive means small, poorly fitted or top-dose-only effect, or another doubt; inactive means no such curve, though single readings can be large; an effect the other way counts as inactive or inconclusive. Not all compounds are listed, so the mix of outcomes need not match the whole.

canonical_smiles	HEK293 tox	GLP-1R inv ag	aSyn rescue	PTHR1 agonist	DRD3 agonist	GLP1R ag	D3 antag	TDP43 rescue	KB-V1 cytotox
CCCNC(=O)COc1coc(CN2CCN(C(=O)c3ccco3)CC2)cc1=O	8%	2%	2%	i	7	0%	6	16%	0%
CCCSCCCNC(=O)c1ccc(C)c(NC(=O)C2=C(C)OCCS2)c1	?	-15%	-1%	i	-4	6%	30	17%	0%
CCc1ccc(NC(=O)Cn2c(=O)n(CC3CCCO3)c(=O)c3cc(OC)c(OC)cc32)cc1 (stereo not given)	-2%	-5%	.	-23%	2	-1%	.	0%	12%
COc1ccc(C(CC(=O)NC(C)c2ccc(-c3ccccc3)cc2)NC(C)=O)cc1 (stereo not given)	17%	9%	7%	17%	-17	-1%	?	-20%	?
Cc1cccc(N2CCN(C(=O)C34CC5CC(CC(C5)C3)C4)CC2)c1C	-1%	-29%	-17%	i	0	-4%	-29	-3%	-29%
CCOC(=O)Nc1oc2ccccc2c(=O)c1CN1CCOCC1	-14%	18%	9%	-8%[57.5 µM]	1	23%	12	15%	-23%
O=C(NCCN1CCOCC1)c1ccc(=O)n(Cc2ccc(Cl)cc2)c1	-2%	-12%	-2%	-1%	12	12%	-7	-4%[9.22 µM]	16%
CCOc1ccccc1NC(=O)C1CC(=O)n2ncnc2N1 (stereo not given)	-1%	-18%	-8%	i	27	-6%	8	-26%	9%
CC(C)CCSc1nc2[nH]ncc2c(=O)[nH]1	11%	19%	6%	i	11	-1%	23	9%	?
NS(=O)(=O)c1ccc(CCNC(=O)c2cc(-c3cccs3)nc3ccccc23)cc1	-15%	?	3%	-14%	2	10%	39	-7%[9.22 µM]	5%
CCCCCNC(=O)C(c1ccncc1)n1c(=O)c(-c2ccco2)nc2ccccc21 (stereo not given)	26%	-9%	13%	1%	-1	.	-1	12%	-28%
O=C1C(=Cc2cccc(O)c2O)SC(=S)N1CCCN1CCOCC1	11%	9%	2%	-9%	5	-3%	14	1%	1%
CC(=O)N1c2ccc(S(=O)(=O)N3CCCC3)cc2CC1C(=O)NCc1ccc(N(C)C)cc1 (stereo not given)	-11%	-2%	-9%	12%	8	10%	-2	4%	10%
Cc1ccccc1-n1c(=O)cc(N2CCN(Cc3ccccc3)CC2)[nH]c1=O	-11%	3%	2%	i	-1	-2%	7	0%	6%
COc1ccccc1/C=C/C=N/NC(=O)c1cnccn1	-4%	3%	1%	i	-5	3%	8	-1%	1%
COc1ccc(NC(=O)CN2CCN(S(=O)(=O)c3ccc(F)cc3)CC2)cc1Cl	-12%	-11%	3%	-23%	3	1%	0	10%	-3%
O=C(c1ccc(Cl)cc1)N1CCOc2ccccc21	3%	?	-5%	i	0	-5%	-6	6%	0%
CCN1CCN(C(=S)Nc2ccc(Cl)c(Cl)c2)CC1	4%	?	-1%	i	-31	-9%	-50*	19%	?
Cc1ccc(CCNC(=O)CCn2nc(-c3ccc(C)cc3)ccc2=O)cc1	-5%	3%	.	i	-5	.	.	6%	4%
O=C(O)CCc1ccc(-c2ccc(Cl)cc2)n1CC(=O)Nc1ccccc1	9%	11%	15%	-18%	-8	-2%	0	10%	-6%
Cc1cc(-c2ccc(C)c(S(=O)(=O)NCCC(C)N3CCCCCC3)c2)on1 (stereo not given)	4%	-22%	4%	-22%	0	1%	28	20%	?
COC(=O)CN(c1ccccn1)S(=O)(=O)c1ccccc1	18%	7%	-3%	-1%[57.5 µM]	-5	-1%	?	-14%	18%
Cc1ccc(C(=O)NC(C)c2ccc(-n3ccnc3)cc2)cc1S(=O)(=O)N1CCOCC1 (stereo not given)	4%	33%[activator]	0%	-19%	-4	8%	7	3%	4%
O=C(CCCCCCC(=O)NCc1ccccc1)NCc1ccccc1	0%	3%	2%	-11%	-12	0%	-22	-19%	12%
CC(=O)Nc1c(Cl)cc2c(c1Cl)C(=O)c1ccccc1-2	-2%	2%	5%	i	5	5%	-1	10%	1%
O=C(COCc1ccccc1)N[C@@H]1c2ccccc2CC[C@H]1OCc1ccccc1	2%	?	-2%	-8%	0	-2%	0	-12%	0%
O=C(CNC(=O)c1ccccc1F)OCc1cc(=O)n2nc(C3CC3)sc2n1	5%	3%	.	-23%	5	.	.	1%	-4%
CCc1ccccc1NC(=O)Cn1ccn(-c2ccc(OC)cc2)c(=O)c1=O	3%	-2%	-8%	-25%	-2	-5%	-8	2%	25%
CCOC(=O)c1c(C)oc2c(CN3CCN(C)CC3)c(Br)c(OC)c(O)c12	12%	5%	-6%	-12%[57.5 µM]	-45	?	?	-7%	5%
CCOc1ccc(S(=O)(=O)N2CCN(C(=S)NC3CC3)CC2)cc1	2%[0.307 µM]	-2%[0.307 µM]	-2%	i	1	-5%	16	1%	?
COc1ccc(S(=O)(=O)N2CCN(c3ccccc3)CC2)cc1-c1noc(C)n1	-16%	9%	8%	i	5	.	.	35%	.
O=C(O)CNS(=O)(=O)c1c(Cl)cccc1Cl	-8%	15%	3%	i	6	0%	2	-14%	?
O=C(NCc1csc(-c2ccccc2)n1)c1ccco1	66%[activator]	31%[activator]	-7%	-11%[57.5 µM]	-6	0%	-12	29%	0%
CCOC(=O)c1cccc(NC(=O)CCc2c(C)nn(-c3ccc(N4CCOCC4)nn3)c2C)c1	3%	-5%	.	-22%	-9	.	.	17%	5%
CCN(Cc1ccccc1)Cc1c(F)cccc1F	-7%	0%	-1%	-1%[57.5 µM]	-12	-2%	-13	-5%	8%
O=C(NCc1ccccc1)C1CCCN(C(=O)NCc2ccccc2)C1 (stereo not given)	-3%	-20%	0%	i	-5	11%	13	-7%	-28%

Two records drawn at random from the list so far:
canonical_smiles	HEK293 tox	GLP-1R inv ag	aSyn rescue	PTHR1 agonist	DRD3 agonist	GLP1R ag	D3 antag	TDP43 rescue	KB-V1 cytotox
CCCCCNC(=O)C(c1ccncc1)n1c(=O)c(-c2ccco2)nc2ccccc21 (stereo not given)	26%	-9%	13%	1%	-1	.	-1	12%	-28%
Cc1cccc(N2CCN(C(=O)C34CC5CC(CC(C5)C3)C4)CC2)c1C	-1%	-29%	-17%	i	0	-4%	-29	-3%	-29%

Continued.
canonical_smiles	HEK293 tox	GLP-1R inv ag	aSyn rescue	PTHR1 agonist	DRD3 agonist	GLP1R ag	D3 antag	TDP43 rescue	KB-V1 cytotox
O=C(Cn1nnc2c(cnn2-c2ccc(F)cc2)c1=O)Nc1ccccc1C(F)(F)F	0%	4%	4%	0%	1	4%	10	14%	11%
COc1ccccc1CNC(=O)CSc1nc2c(oc3ccccc32)c(=O)n1CC1CCCO1 (stereo not given)	19%	-2%	4%	3%	0	-3%	19	16%	-2%
Cc1ccc(S(=O)(=O)NCCC(=O)NNC(=O)COc2ccc(Br)cc2)cc1C	114%[activator]	?	3%	-5%	-1	8%	0	-10%	24%
COc1ccccc1N1CCN(Cc2nc3ccsc3c(=O)[nH]2)CC1	-4%	8%	1%	i	9	-14%	0	0%	-1%
Cc1[nH]c2ccccc2c1Cc1nnc(SCC(=O)NCc2ccco2)o1	-5%	-14%	0%	-12%	-2	3%	5	5%	?
COc1ccc(OCC(=O)NCc2ccc3c(c2)CCN3C(=O)c2cccc(C)c2)cc1	?	?	.	-19%	-16	.	.	14%	.
Cc1ccc(NC2=NC3(CCCC3)N=C(N)N2)c(C)c1	-24%	-29%	1%	-2%	4	14%	12	3%	13%
CN1CCN(C(CNC(=O)C(=O)Nc2ccccc2)c2ccc3c(c2)OCO3)CC1 (stereo not given)	1%	-12%	.	12%	5	.	.	3%	5%
CC(CNC(=O)c1ccc(CSc2nc3ccncc3n2Cc2ccccc2)cc1)c1ccccc1 (stereo not given)	4%	?	.	-3%	-22	.	.	1%	.
Fc1ccc(N/N=C/c2cccnc2)c(F)c1	-31%	?	6%	-36%[inhibitor]	0	24%	7	24%	8%
COCC(=O)Nc1cccc(-c2nc3cccnc3s2)c1	-3%	26%	.	3%	-6	.	.	12%	.
COc1ccc(/C=C2/N=C(SC)NC2=O)cc1OC	?	145%[activator]	0%	i	-3	26%	5	-11%	21%
Cc1cc(OCC(=O)OC(C)C(=O)Nc2ccc(N3CCOCC3)cc2)ccc1Cl (stereo not given)	-13%	12%	1%	-24%	-19	10%	-17	17%	6%
CC1CCC(NC(=O)CCc2cn(Cc3ccc(F)cc3)c3ccccc23)CC1 (stereo not given)	0%	?	.	-37%[inhibitor]	-3	.	.	13%	.
O=c1c2ccccc2nc(COc2ccccc2)n1/N=C/c1cn[nH]c1-c1ccccc1	-22%	?	-1%	-23%	3	-3%	-4	6%	21µM*
Cc1ccc(NS(=O)(=O)c2cccc(C(=O)NCc3ccccn3)c2)cc1	-8%	-26%	-2%	-9%	8	1%	0	4%	-41%
Cc1cc(N2C(=O)C(O)=C(C(=O)c3cccs3)C2c2ccccc2)no1 (stereo not given)	3%	0%	-1%	-21%[57.5 µM]	-7	15%	-18	-37%[inhibitor]	?
CCn1c(NCc2cc(OC)ccc2OC)nc2ccccc21	-9%	0%	11%	-4%[57.5 µM]	0	10%	-23	16%	0%
CNC(=O)C1CCN(S(=O)(=O)c2c(C)noc2/C=C/N(C)C)CC1	-16%	1%	-1%	-10%	-7	-3%	12	-3%	?
O=C(NCCc1ccccc1)C(=O)Nc1cccc(Br)c1	-2%	4%	.	-23%	12	.	.	17%	0%
CN1CCN(CCNC(=O)c2cnn(-c3ccc(F)cc3)c2C2CCN(C(=O)OC(C)(C)C)CC2)CC1	2%	12%	.	i	1	.	.	0%	10%
CCOC(=O)Cn1nc(C)c(NC(=O)COc2ccccc2)c1C	-3%&0%	8%&7%	1%	i	1&-6	0%	0	-4%&-7%	?
